# Bioassay records deposited in PubChem by Broad Institute.
# miR-122 sensor: blocks miR-122 activity in Huh7 sensor cells; Huh7 miR-122 Renilla luciferase sensor, 48 h; neutral wells = 0, positive control = 100; activation (reporter increase), % at 12.5 µM; actives 0.3% (n = 340,000); AID 602342;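 active = mean replicate activation score at least 90 and every replicate individually at or above 90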;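 also: higher luciferase means less miR-122 activity so hits act as miR-122 inhibitors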
# PglD inh: blocks C. jejuni PglD acetyltransferase activity; purified PglD enzyme, DTNB colorimetric CoA detection; inhibition, % at 12.5 µM; actives 0.098% (n = 360,000); AID 602405; in the data active = inhibition above about 16%, passing the limit was not always enough; also: strong numbers were not always called active
# F508del corr: CFTR F508del correction in bronchial cells; CFBE cells, YFP halide quenching; stimulated with forskolin plus potentiator P3; % fluorescence drop versus neutral controls; activity (quench increase), % at 7.58 µM; actives 0.36% (n = 350,000); AID 720511;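 active = mean added fluorescence quench of at least 8% versus neutral control, with both replicates also reaching 8%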;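 also: cells transiently co-express mutant CFTR-F508del with the halide-sensitive YFP; corrector assay measuring rescue of mutant channel to the surface after 24 h compound exposure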
# GSIS activator: GLuc luminescence reporter in INS-1E cells, primary screen for activators of glucose-dependent secretion of insulin; INS-1E GLuc reporter insulin secretion, 2-3 h; activation, % at 16.6 µM; actives 0.61% (n = 370,000); AID 743287;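 active = lowest replicate activation of at least 40%, so every replicate reaches that level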;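 also: 0% = median of neutral control wells and 100% = median of IBMX positive control wells; some compounds called inactive have numbers as strong as hits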
# C2C12 statin: suppression of simvastatin myotoxicity. C2C12 myotubes + simvastatin, ATP luminescence, 48 h; scaled: DMSO 0, geranylgeraniol control 100. rescue of ATP level, % at 7.49 µM. actives 0.78% (n = 330,000). AID 602340;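 active = mean ATP rescue above about 67%, or every replicate alone reaching that limit, limit read from the data, passing the limit was not always enough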;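 also: myotubes were challenged with 10 µM simvastatin during compound exposure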
# FN deposition inh: fibronectin deposition inhibition | AH1F fibroblasts, Alexa488-fibronectin deposition fluorescence, overnight | inhibition, % at 12.6 µM | AID 743247 | actives 0.086% (n = 350,000);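 active = mean inhibition across replicates of 30% or more, regardless of how many single replicates reach that level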;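 also: positive control wells lacked labelled fibronectin entirely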
#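 Material: AH1F fibroblasts assembling fluorescent fibronectin matrix; amount: 10000 AH1F cells/well; medium: DMEM, 2% serum; reagent: Alexa488-fibronectin, 24 nM final in well; dosing: single compound dose, delivered by pin transfer; incubation: 1 h adhesion, overnight exposure; detection: fluorescence after three HBSS washes, excitation 485 nm, emission 525 nm; measure: fibronectin deposition inhibition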
# PGC1a acetyl inh: modulators of PGC1a acetylation; AID 651687; actives 0.17% (n = 350,000); inhibition, % at 15.6 µM; U2OS PGC1a acetylation, AlphaScreen anti-acetyl-lysine; with virally co-expressed GCN5 acetyltransferase;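 active = every replicate shows inhibition of at least 40%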;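 also: 0% = neutral control wells and 100% = positive control wells; some results beyond the cut were filed as inactive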
# Cneo AK release: Cryptococcus neoformans lysis via adenylate kinase release; C. neoformans lysis, adenylate kinase release luminescence, 4 h; normalised: neutral wells 0, clomiphene wells 100; lysis activity, % at 15 µM; actives 0.2% (n = 360,000); AID 651654;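 active = mean lysis activity across replicates of at least 80%, whatever share of replicates individually reach that level; inactive = mean lysis activity below 80%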
#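 read-out = cell lysis signal | test system = log-phase Cryptococcus neoformans yeast cells | input = cells at 5 × 10^6 per mL | medium = fresh YPD growth medium | signal = luminescent adenylate kinase detection reagent | timing = 4 h at 37 °C static, read 1 h later | dosing = single dose | controls = Clomiphene as positive lysis control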
# Active calls of the source: *; . = not tested or not shown; & = joins results of further samples; [ ] = another dose, or the depositor's remark.
SMILES,miR-122 sensor,PglD inh,F508del corr,GSIS activator,C2C12 statin,FN deposition inh,PGC1a acetyl inh,Cneo AK release
COC(=O)C1=C(N)Oc2cc(C)n(CCCn3ccnc3)c(=O)c2C1c1cccc(Cl)c1 (stereo not drawn),-7,-4,.,.,11,.,-8,3
C[C@H](CO)N1C[C@H](C)[C@H](CN(C)Cc2ccc(Cl)c(Cl)c2)Oc2ccc(NC(=O)Nc3ccccc3)cc2C1=O,2[16.7 µM],.,-0.5,-38,.,.,-5,.
C[C@H](CO)N1C[C@H](C)[C@H](CN(C)C(=O)NC2CCCCC2)Oc2ccc(NC(=O)CCCN(C)C)cc2C1=O,20[16.7 µM],-14,-2.0,18,1,-1,-6,-11
C[C@H](CO)N1C[C@H](C)[C@@H](CN(C)C(=O)CCCN(C)C)OCCCC[C@H](C)Oc2ccc(NS(=O)(=O)c3ccc(F)cc3)cc2C1=O,3[16.7 µM],1,0.8,7,.,6,0,0
COc1ccc(NC(=O)C2CC(c3c(F)cccc3Cl)=NO2)cc1 (stereo not drawn),-11,-5,0.0,-40,8,-2,19,-1
CCOC(=O)C1=C(C)Nc2ccccc2N/C1=N\S(=O)(=O)c1ccc(Cl)cc1,3,-1,-1.1,-40,-5,0,0,0
COC(=O)c1cn(NC(=O)/C=C/c2cc(OC)ccc2OC)c(=O)c2ccccc12,-6,-1,.,8,-6,18,-10,-1
CCCCN(C(=O)CSc1nnnn1C)c1c(N)n(Cc2ccccc2)c(=O)[nH]c1=O,-4,6,-0.1,25,.,-2,-4,0
O=C(COc1ccccc1)Nc1ccc(N2CCCCC2)cc1,.,2,-2.9,-14,-4,-11,11,-5
Cc1cccc(OCC(=O)Nc2ccc(N3CCN(S(C)(=O)=O)CC3)cc2)c1,.,3,.,.,-19,-6,11,0
O=C(NCC12CC3CC(CC(C3)C1)C2)c1nn2cccnc2c1Cl,-1,-2,.,-5,-2,-8,-5,-5
Cn1cnc(S(=O)(=O)N2CC[C@@H]3[C@H]2c2cc(C#Cc4cccc(F)c4)ccc2N[C@@H]3CO)c1,-7[16.7 µM],3,4.8,-31,-14,18,-6,-2
CCOc1ccc(C(CC(=O)O)NC(=O)COc2ccc3ccccc3c2)cc1OC (stereo not drawn),4,2,-1.2,-2,3,-4,5,-1
CC(C)C(NC(=O)c1ccccc1)C(=O)NC1=NCCS1 (stereo not drawn),-5,-4,.,.,3,.,.,1
Cc1ccc2c(CN3CCN(Cc4ccccc4)CC3)cc(=O)oc2c1C,.,-4,0.7,-2,-18,6,.,2
CC(C)(C)NS(=O)(=O)c1ccc(NS(=O)(=O)c2ccc(F)cc2)cc1,-2,0,.,.,10,.,-12,0
COc1cccc(-c2ccc(C3[C@H]4CNC[C@@H]3N4S(=O)(=O)c3cccc(Cl)c3)cc2)c1 (stereo partly drawn),.,.,1.1&-1.0,-34&5,.,-9&-9,0&4,.
COc1ccc(NC(=O)CN(C)C(=O)c2cn(-c3ccccc3)nc2-c2ccc(OC)cc2)cc1,3,-3,-1.4,.,-6,-5,-6,3
CCOC(=O)C1CCN(C(=O)C2(NC(=O)Nc3ccccc3C)CCCCC2)CC1,5,4,-0.6,0,14,1,.,2
COc1ccc(S(=O)(=O)Nc2ccc3c(c2)CC(=O)N([C@@H](C)CO)C[C@@H](C)[C@@H](CN(C)Cc2ccncc2)O3)cc1,-3[16.7 µM],1,0.5,-2,0,8,-8,1
Cc1cccc(OCC(=O)OCC(=O)c2c(N)n(C)c(=O)n(C)c2=O)c1C,-5,5,.,.,5,-1,-8,-1
CCOc1ccc(-n2c(SCC(=O)Nc3nccs3)nc3c(c2=O)SCC3)cc1,3,1,4.8,.,-37,1,.,-2
COc1ccc(N(C)C(=O)CC2(CC(=O)O)CCCCC2)cc1,0,0,.,.,18,.,-23,2
CCC(=O)NC(C)C(c1cccs1)N1CCOCC1 (stereo not drawn),2,6,.,14,19,.,4,-2
COCCCN=C1NN=C(c2cc(C)n(-c3ccccc3)c2C)CS1,-1,-5,-5.0,10,5,1,3,0
CCC(C)NCCOc1ccc(C)cc1[N+](=O)[O-] (stereo not drawn),.,.,1.4,0,.,3,4,.
CNc1cc(-c2ccc(O)cc2C)ncn1,-7,0,1.5,1,5,2,-1,-2
CCSCCOC(=O)C1=C(C)N(C)C(=O)NC1c1ccc2c(c1)OCO2 (stereo not drawn),.,2,0.6,-6,13,11,.,3
O=C(Cc1c(C(=O)O)[nH]c2ccccc12)Nc1ccc2c(c1)OCO2,1,-3,.,.,2,-1,-5,1
O=C(O)/C=C/c1ccc2ccccc2n1,-3,2,.,.,24,2,-7,1
COc1ccc2nc(N=NC3=C(O)CC(C)(C)CC3=O)sc2c1,0,.,-0.5,0,.,4,9,.
CCCN(C[C@@H]1N[C@@H](CO)[C@H]1c1ccc(-c2cccnc2)cc1)C(C)=O,33&-75[16.7 µM],-1&0,0.4&0.0,-1,-12&3,-16,4&-3,3&1
CC(=O)N(C)C[C@H]1Oc2cc(C#Cc3ccccc3)ccc2S(=O)(=O)N([C@@H](C)CO)C[C@@H]1C,26[16.7 µM],0,1.1,-22,-23,.,-7,-2
CCOC(=O)CNC(=O)N1CCCC(CNS(=O)(=O)c2cccs2)C1 (stereo not drawn),.,.,-1.1,-10,.,8,-12,.
O=C(NC1CC1)C1CCN(c2ncnc3c2sc2cccc(F)c23)CC1,-8,-1,1.5,2,-10,4,-3,-1
C[C@H]1CN([C@@H](C)CO)C(=O)CCCn2cc(nn2)CO[C@H]1CN(C)Cc1ccc2c(c1)OCCN2C,2[16.7 µM],-3,2.1,5,2,-3,-11,6
CC(C)(C)C(=O)NN=C1CCC(c2ccccc2)CC1 (stereo not drawn),1,2,-0.5,6,5,3,.,1
N#Cc1ccc(-c2ccc([C@H]3[C@@H](CO)N4C(=O)CN(C(=O)C5CCCC5)C[C@@H]34)cc2)cc1,.,.,1.2,-8,.,-1,-15,.
C[C@@H]1CCCCO[C@H](CN(C)C(=O)Nc2ccc(F)cc2)[C@H](C)CN([C@H](C)CO)C(=O)c2cc(NS(C)(=O)=O)ccc2O1,-2[16.7 µM],3,0.7,-8,.,.,-5,-2
COCC(=O)N(C)C[C@@H]1Oc2cc(-c3ccc(C)cc3)ccc2S(=O)(=O)N([C@@H](C)CO)C[C@@H]1C,-19[16.7 µM],-6,0.1,4,6,1,7,6
COC(=O)c1c(NC(=O)CN2C(=O)NC3(CCCCC3C)C2=O)sc2c1CCC2 (stereo not drawn),.,1,4.0,12,12,-1,.,-1
O=P(COCCOCP(=O)(c1ccccc1)c1ccccc1)(c1ccccc1)c1ccccc1,-4,-1,.,.,.,.,6,0
O=C(CSCc1c(Cl)cccc1Cl)NCc1ccco1,-1,-1,.,15,1,.,-6,-2
CCOc1cc(N2CCOCC2)c(OCC)cc1NC(=O)c1[nH]c(C)c(C(C)=O)c1C,-2,5,-3.0,.,-3,6,-8,-1
C[C@@H]1CN([C@@H](C)CO)C(=O)c2cc(NC(=O)C3CCCCC3)ccc2O[C@@H](C)CCCCO[C@H]1CN(C)C(=O)c1ccncc1,1[16.7 µM],.,-2.4,9,17,.,10,.

# The closing 4 records of the section above come first, to join the parts:
SMILES,miR-122 sensor,PglD inh,F508del corr,GSIS activator,C2C12 statin,FN deposition inh,PGC1a acetyl inh,Cneo AK release
O=P(COCCOCP(=O)(c1ccccc1)c1ccccc1)(c1ccccc1)c1ccccc1,-4,-1,.,.,.,.,6,0
O=C(CSCc1c(Cl)cccc1Cl)NCc1ccco1,-1,-1,.,15,1,.,-6,-2
CCOc1cc(N2CCOCC2)c(OCC)cc1NC(=O)c1[nH]c(C)c(C(C)=O)c1C,-2,5,-3.0,.,-3,6,-8,-1
C[C@@H]1CN([C@@H](C)CO)C(=O)c2cc(NC(=O)C3CCCCC3)ccc2O[C@@H](C)CCCCO[C@H]1CN(C)C(=O)c1ccncc1,1[16.7 µM],.,-2.4,9,17,.,10,.
COC(=O)c1c(-n2cnnn2)sc(C)c1C,0,5,.,8,2,-2,8,-3
Cc1ccc(S(=O)(=O)Nc2ccc3c(c2)C(=O)N([C@@H](C)CO)C[C@H](C)[C@H](CN(C)C(=O)Nc2ccc(C(F)(F)F)cc2)O3)cc1,2[16.7 µM],-4,3.5,14,-56,.,-8,100*
C[C@H](CO)N1C[C@H](C)[C@H](CN(C)CC2CC2)OCCCC[C@H](C)Oc2ccc(NS(=O)(=O)c3cccs3)cc2C1=O,0[16.7 µM],1,0.6,6,.,.,17,-11
COc1ccccc1N(CC(=O)NCCSCc1ccccc1Cl)S(C)(=O)=O,-5,2,-1.7,11,5,2,1,1
O=C(CCc1nnc(COc2ccccc2)o1)NCc1ccccc1C(F)(F)F,-6,.,-4.7,-2,7,1,-15,.
CO[C@H]1CN(C)C(=O)c2ccc(NC(C)=O)cc2OC[C@H](C)N(C(=O)c2ccccc2)C[C@@H]1C,.,-2,0.7,-6,13,3,11,-10
CCCC#Cc1ccc2c(c1)O[C@@H](CN(C)C(=O)NC(C)C)[C@@H](C)CN([C@H](C)CO)S2(=O)=O,16[16.7 µM],1,-1.1,0,15,-12,0,4
O=C(Cn1nnc(-c2ccc(Cl)cc2)n1)NC1CCN(Cc2ccccc2)CC1,1,2,.,.,.,0,-2,0
CCS(=O)(=O)Nc1ccc2c(c1)C(=O)N(C)C[C@H](OC)[C@@H](C)CN(CC1CCCC1)[C@@H](C)CO2,-1[16.7 µM],1,1.3,-5,14,2,8,-6
CCOc1ccccc1NC(=O)C(=O)N/N=C/c1cc(Br)ccc1O,1,.,5.7,-15,20,-10,15,.
C[C@H](CO)N1C[C@H](C)[C@H](CN(C)S(=O)(=O)c2cn(C)cn2)Oc2ccc(NS(=O)(=O)c3cn(C)cn3)cc2C1=O,9[16.7 µM],.,-1.4,25,-23,.,-1,.
COc1ccccc1N1CCN(S(=O)(=O)CCNC(=O)c2ccc(OC(C)C)cc2)CC1,-7,-6,1.9,-41,6,14,7,-1
CC(C)Oc1cccc(C(=O)C2CCCN(Cc3cnc(N4CCOCC4)s3)C2)c1 (stereo not drawn),.,.,2.1,-11,.,-9,4,.
O=C(Nc1nccs1)c1ccc(Cl)s1,.,3,-2.6,-3,-9,5,.,-1
C[C@@H]1CN([C@@H](C)CO)C(=O)c2cc(NS(=O)(=O)c3cn(C)cn3)ccc2O[C@H]1CN(C)Cc1ccc(Oc2ccccc2)cc1,-6[16.7 µM],-7,-2.0,-5,57,.,-11,2
N#C[C@H]1[C@@H](c2ccccc2C2=CCCCC2)[C@@H](CO)N1C(=O)Nc1ccccc1F,.,.,-0.1,-10,.,6,-26,.
COc1ccc(C(O)c2nc(-c3cccc(NC(C)=O)c3)cs2)cc1 (stereo not drawn),-8,1,0.8,-12,0,-4,3,-7
CCc1nnc(NC(=O)c2nc3nc(C)cc(C)n3n2)s1,3,-7,.,.,2,.,4,1
C#CCOCCOCCOCCNc1nc(N2CCN(C(=O)[C@H]([C@@H](C)CC)n3cc(CCCCN)nn3)CC2)nc(N2CCN(C(=O)[C@H](CCCCN)n3cc(CC(C)O)nn3)CC2)n1 (stereo partly drawn),3,-5,1.9,12,5,3,-2,-2
